Screening results deposited in PubChem BioAssay by National Center for Advancing Translational Sciences (NCATS).
RXFP1 antagonist – blocks the human relaxin receptor RXFP1. Q9HBX9. HEK293-RXFP1, relaxin-stimulated cAMP HTRF, 30 min; hits give low values. activity change, negative = inhibition, % at 57.5 µM. hit rate 0.59% among 350,000. AID 1259400;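 active means activity change of -60% or lower, but not beyond a set lower limit; inconclusive means change between -60% and -40%, or beyond the set limit; inactive means change above -40%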; further: on the % scale 0 is the no-effect control and ±100 the full control effect
D1 ag – agonists of human D1 dopamine receptor; AID 504660; activation, % at 2 µM; hit rate 1% among 360,000; HEK293 T-REx D1 cells, calcium flux, agonist mode; P21728; further: 0% is about no effect
Target sequence (P21728 whole entry, looked up): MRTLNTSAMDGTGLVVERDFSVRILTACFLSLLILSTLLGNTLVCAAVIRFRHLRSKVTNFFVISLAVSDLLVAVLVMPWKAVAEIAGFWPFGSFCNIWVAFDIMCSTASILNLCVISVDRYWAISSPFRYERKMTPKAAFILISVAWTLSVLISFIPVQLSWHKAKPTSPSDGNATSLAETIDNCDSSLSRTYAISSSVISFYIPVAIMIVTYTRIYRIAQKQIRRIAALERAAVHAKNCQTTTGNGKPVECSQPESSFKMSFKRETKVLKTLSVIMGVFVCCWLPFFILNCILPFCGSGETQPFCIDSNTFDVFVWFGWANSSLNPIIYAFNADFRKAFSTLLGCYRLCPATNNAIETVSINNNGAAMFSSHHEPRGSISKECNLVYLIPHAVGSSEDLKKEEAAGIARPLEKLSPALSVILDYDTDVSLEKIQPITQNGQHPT
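Inducible HEK293 T-REx D1 cells, force-coupled to calcium signalling, were plated at 4000 cells/well with tetracycline and held overnight at 30 C. After no-wash calcium dye loading, compound-evoked calcium rise over 180 s flagged agonists.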
D2 PAM – D2 dopamine receptor (human) potentiation | P14416 | HEK293 T-REx D2, calcium flux, EC20 dopamine potentiation | potentiation, % at 10 µM | hit rate 0.34% among 340,000;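 active means potentiation over 3 SD above the plate norm, cut at about 30% in these data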; further: 0% is about no effect
Target sequence (P14416 whole entry, looked up): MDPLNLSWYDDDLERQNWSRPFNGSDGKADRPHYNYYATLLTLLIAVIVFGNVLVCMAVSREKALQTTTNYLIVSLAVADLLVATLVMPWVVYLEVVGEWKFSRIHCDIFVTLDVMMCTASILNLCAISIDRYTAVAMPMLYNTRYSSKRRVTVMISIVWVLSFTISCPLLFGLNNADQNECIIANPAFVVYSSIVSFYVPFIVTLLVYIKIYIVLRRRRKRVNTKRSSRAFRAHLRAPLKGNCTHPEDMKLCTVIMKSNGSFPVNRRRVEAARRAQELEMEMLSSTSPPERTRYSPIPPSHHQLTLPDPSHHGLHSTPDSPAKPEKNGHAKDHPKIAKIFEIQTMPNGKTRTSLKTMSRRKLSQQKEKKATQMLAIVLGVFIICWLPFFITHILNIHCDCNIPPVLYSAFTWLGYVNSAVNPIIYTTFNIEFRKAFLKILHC
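Tetracycline-induced HEK293 T-REx cells force-coupled to calcium signalling expressed D2; compounds were pin-added after a 10 s baseline, read kinetically 180 s, then an EC20 dopamine challenge followed with a further 180 s calcium read.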
D2 antagonist – antagonizes the human D2 dopamine receptor | HEK293 TREx D2 cells, calcium flux, dopamine EC80 | inhibition, % at 10 µM | hit rate 2% among 340,000; in the data active means inhibition above about 30%; further: 0% is about no effect
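Compounds are added to dye-loaded, induced HEK293 T-REx cells coupled to calcium release via D2; after a 3 min kinetic read an EC80 dopamine stimulus is given and fluorescence is recorded for 3 more min.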
D1 antagonist – human D1 dopamine receptor antagonism. HEK293 TREx D1 cells, calcium flux, dopamine EC80; hits give low values. P21728. activity change, negative = inhibition, % at 10 µM. hit rate 3.2% among 360,000; in the data active means activity change below about -30%; further: on the % scale 0 is the no-effect control and ±100 the full control effect
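Antagonism measured as reduced calcium response to an EC80 dopamine addition following 180 s compound pre-read; cells were inducible HEK293 Trex D1 plated overnight at 30 C, read kinetically at 1 cycle/sec.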
TRHR ag – agonists of human TRH receptor. hit rate 0.18% among 360,000. activation, % at 2 µM. TRHR cells, calcium flux fluo-8, FDSS agonist mode. P34981; further: 0% is about no effect
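TRHR-expressing cells, plated overnight in medium with 10% serum, were loaded with fluo-8 calcium dye at room temperature. After a 10 s baseline, library compound was pin-added and calcium release was recorded kinetically (ex 480/em 530) as agonist response.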
TRHR enhancer – TRH receptor (human) allosteric enhancement. P34981. TRHR cells, fluo-8 calcium fluorescence, EC20 TRH enhancement. hit rate 0.66% among 360,000. enhancement, % at 2 µM. AID 493056; in the data active means enhancement above about 30%; further: 0% is about no effect
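TRHR-expressing cells loaded with fluo-8 calcium dye were read kinetically (ex 480/em 530) during compound addition, then stimulated with an EC20 of TRH (10 nM final). Enhancement of the Gq-mediated intracellular calcium response was scored.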
D2 ag – D2 dopamine receptor (human) agonism. hit rate 0.53% among 340,000. HEK293 T-REx D2 cells, calcium flux agonist mode. P14416. activation, % at 2 µM;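 active means activation over 3 SD above normal in the single-dose calcium agonist read, cut at about 30% in these data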; further: 0% is about no effect
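HEK293 Trex D2 cells, tetracycline-induced, o/n 30 C 5% CO2; no-wash Ca dye, RT 30–90 min; 10-cycle baseline, 23 nl cpd added, kinetic Ca read 180 s; agonist hits = positive Ca response.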
D1 potentiator – potentiators of human D1 dopamine receptor; P21728; HEK293 TREx D1 cells, calcium flux, dopamine EC20 potentiation; potentiation, % at 10 µM; hit rate 0.036% among 360,000; AID 504651; in the data active means potentiation above about 30%; further: 0% is about no effect
* marks the source's active call; other numbers are inactive results; ? = inconclusive; · = not tested or not shown; & = joins results of further samples. Unless noted, no stated cut-off is given here; in the data, active means activation above about 30%; inactive means the rest.

molecule	RXFP1 antagonist	D1 ag	D2 PAM	D2 antagonist	D1 antagonist	TRHR ag	TRHR enhancer	D2 ag	D1 potentiator
CCN1C(=O)c2ccccc2S(=O)c2ccc(C(=O)N3CCN(c4ccccc4)CC3)cc21 (stereo not drawn)	·	1	-8	·	-18	-0.2	-7	6.0	-2
COc1ccc(CCNC(=O)Cn2ncc3c(=O)oc4ccccc4c32)c(OC)c1	·	2	3	·	5	-0.8	-5	-1.3	0
CCCc1nc2cc(Cl)c([N+](=O)[O-])cc2o1	5	6	18	-18	-10	-1.0	14	-1.2	-2
COC1(C(F)(F)F)NC(=O)N(c2ccc(F)cc2)C1=O (stereo not drawn)	-2	-1	1	·	-2	0.0	14	-0.5	-1
CCCOc1ccc(CN2C(=O)C(=O)c3cccc(C)c32)cc1	-13	0	17	·	-1	-2.2	4	-1.0	-3
CCCCN(CC)CCCNC(=O)c1nn(C)c2c1CSc1ccccc1-2	1	1	2	·	13	0.6	0	0.3	3
CC(=O)c1cccc(-n2c(CCC(=O)O)ccc2-c2ccccc2)c1	1	2&1	1&0	1	0&-8	-0.2&-0.3	-1&6	0.1	4&-8
O=C(COc1ccccc1)N(Cc1cc2ccccc2[nH]c1=O)CC1CCCO1 (stereo not drawn)	-2	0	-7	3	-7	-0.7	-4	-0.3	-2
COc1ccc(C(=O)N2CCC(O)(c3ccc(F)cc3)CC2)cc1OC	0	1	4	-10	-7	0.3	0	1.0	0
CCN(CC)C(=O)Cn1cc(S(=O)(=O)CC(=O)Nc2ccc(F)cc2F)c2ccccc21	-3	0	2	-8	3	-0.1	-1	-1.0	-3
N#Cc1ccccc1OCC(=O)Nc1cccc(S(=O)(=O)N2CCCCCC2)c1	-10	26	-6	28	11	0.7	0	0.0	·
COc1ccc(-n2nc3c(N4CCC(C(=O)NCc5ccco5)CC4)nnc(C)c3c2C)cc1	0	1	6	20	-2	0.4	-5	0.7	-2
Cc1ccccc1-c1nnc(SCC(=O)N(CC(C)C)c2c(N)n(CC(C)C)c(=O)[nH]c2=O)n1C	-3	2	2	0	-5	0.3	-6	0.6	0
Cn1c(CN2CCCCC2)nc2cc(NS(=O)(=O)c3ccc(Cl)cc3)ccc21	-11	52*	-18	73*	-17	2.9	-4	1.1	-8
COc1ccc(OC)c(NS(=O)(=O)c2ccc3c(c2)C(C)(C)C(=O)N3C)c1	-8&-6	2&1	-1&-10	-5	-19&3	0.6&0.1	-1&16	1.5&-1.1	-5&-2
O=C(NCc1ccc2c(c1)OCO2)C(=O)NCC1OCCCN1S(=O)(=O)c1ccc(F)cc1 (stereo not drawn)	-4	1	7	-1	2	-0.9	-2	-0.3	8
Cc1ccc(NC(=O)N2CCCC2C(=O)Nc2ccc(-n3cnnn3)c(C)c2)cc1 (stereo not drawn)	-18	0	·	·	4	-0.5	4	·	-8
CCC(=O)NC(=S)Nc1cccc(NC(=O)c2ccco2)c1	-1	1	-1	-4	5	-0.3	-5	-0.2	-1
COc1ccc(NC(=O)CCNC(C)=O)cc1NS(=O)(=O)c1ccc(F)cc1	-11	5	17	6	-8	-0.4	1	0.5	0
COc1cc2c(cc1OC)CN(Cc1cc(=O)n3c(-c4ccccc4)csc3n1)CC2	-12	1	-20	-1	1	0.1	12	13	-1
N#Cc1ccc(CSc2nnc(-c3cccnc3)o2)cc1	12	2	9	-8	0	-1.1	-4	0.3	-3
CCOc1ccc(N(CC(=O)N2CCCCCC2)S(C)(=O)=O)cc1	1	2	11	16	-18	-0.7	-11	1.0	-5
Cc1ccc(NC(=O)CCC(=O)NNC(=O)NC23CC4CC(CC(C4)C2)C3)cc1C	-22	50*	2	-19	-11	0.1	5	0.1	-3
CCOc1ccc(C2CC(=O)NC(SC)=C2C#N)cc1 (stereo not drawn)	·	10	0	0	-30	-0.3	-3	-1.3	·
CC1=C(C(N)=O)C(c2ccc(Cl)c(Cl)c2)n2ncnc2N1 (stereo not drawn)	-6	0	-11	1	3	1.0	16	1.3	-8

Next section:
molecule	RXFP1 antagonist	D1 ag	D2 PAM	D2 antagonist	D1 antagonist	TRHR ag	TRHR enhancer	D2 ag	D1 potentiator
O=C(Nc1ccc(F)cc1F)c1csc(-c2ccccc2)n1	-29	4	-4	3	-20	-0.1	16	0.2	-3
O=C(NCc1ccco1)c1cnn2c(C(F)F)cc(-c3ccccc3)nc12	12	0	12	-5	-24	0.1	2	-1.4	-2
CCOc1cc(CNCc2ccccn2)ccc1OCC(=O)NC(C)(C)C	·	6	-9	-6	-12	-0.6	-4	0.3	-3
CCCc1nc(SCc2cc(=O)c3ccc(C)c(C)c3[nH]2)n[nH]1	-8	2	2	·	-3	-0.4	-1	-0.1	-2
CC(C)(C)c1ccc(C(=O)CSc2ncn[nH]2)cc1	?	8	·	0	-5	-0.4	-5	3.3	-3
COc1cc(NC(=O)CCC(=O)Nc2ccc3nc(N4CCOCC4)cc(C)c3c2)cc(OC)c1OC	2	2	-20	31*	-3	0.1	1	-0.9	-7
O=c1n(Cc2cccc(C(F)(F)F)c2)c2ccccc2c2nc(-c3ccccc3)nn12	0	5	11	·	4	0.9	0	0.7	1
Cc1ccc(/C=C/C(=O)c2cc(Br)ccc2OC(=O)c2ccco2)cc1	4	13	-6	35*	-1	3.2	17	1.4	3
CCOC(=O)c1c(NC(=O)C2C3C=CC(CC3)C2C(=O)O)sc(C)c1C (stereo not drawn)	15	2	-3	11	25	-0.1	2	-1.4	-3
CCN(CC(=O)NCc1ccc(Cl)cc1)C(=O)CCc1ccccc1	18	-1	-6	28	2	-1.2	-8	-0.8	0
O=C(NNC(=O)C1CCN(Cc2ccccc2)CC1)c1cccc(Cl)c1	-6	6	·	·	-62*	0.6	4	·	-11
COc1ccc(C2CC(=O)c3cnc(NC(=O)c4cc(OC)cc(OC)c4)nc3C2)cc1 (stereo not drawn)	13	1	5	0	-7	0.2	1	0.9	-1
O=C(COC(=O)c1cccc2ccccc12)Nc1cccnc1Cl	7	2	5	-2	-2	-0.1	0	-0.7	-4
CCOC(=O)N1CCN(Cc2nc3c(c(=O)[nH]c(=O)n3C)n2CCCc2ccccc2)CC1	3	2	0	-6	13	-0.3	2	0.6	-3
CCCNC(=O)C(Cc1ccccc1F)NC(=O)c1ccccn1 (stereo not drawn)	·	-2	-2	4	5	-0.7	2	0.1	2
Cc1c(C(=O)Nc2cccnc2Cl)oc2ccccc12	6	-1	-9	-23	-6	-1.0	5	-1.9	1
COc1ccc(C2=NO[C@@](CC(=O)O)(C(=O)Nc3ccc4c(c3)OCCO4)C2)cc1	2	2	7	1	4	-0.8	2	-0.6	0
COc1cccc(NC(=O)Cn2c(=O)n(CCC(=O)NCc3ccco3)c(=O)c3ccccc32)c1	9	2	9	0	2	0.0	-3	-0.5	-2
O=C(CCCn1c(=O)c2sccc2n(Cc2c(F)cccc2Cl)c1=O)NCc1ccccc1	-8	2	11	·	-14	-1.2	-2	-2.0	1
O=C(Cc1ccc(Cl)cc1)Nc1cccc2ncccc12	·	4	-9	-1	-10	0.3	0	-1.0	-2
CC(C)(O)C#Cc1ccc(CN2CCC(CO)(CCc3ccccc3)CC2)cc1	-1	12	6	15	11	1.6	-3	2.5	-5
CN(C)c1ccc(C(=O)n2nnc3ccccc32)cc1	5	1	1	-7	11	1.4	1	0.3	-2
Cc1c2ccccc2nc2c(F)c(NC(C)C)c(F)c(F)c12	-13	64*	2	28	3	40*	6	45*	-1
CNc1cc(N2CCN(S(=O)(=O)N(C)C)CC2)ccc1[N+](=O)[O-]	-2	1	-7	17	-3	0.4	-2	1.1	-3
CCCc1cc(=O)[nH]c(SCc2ccccc2Cl)n1	-4	2	4	3	-3	-0.7	13	-0.8	-7

(further entries)
molecule	RXFP1 antagonist	D1 ag	D2 PAM	D2 antagonist	D1 antagonist	TRHR ag	TRHR enhancer	D2 ag	D1 potentiator
CC(C(=O)Nc1sc2c(c1C(=O)NCc1ccco1)CCCC2)N1C(=O)c2ccccc2C1=O (stereo not drawn)	-3	0	-5	-2	-16	-0.3	-2	-0.2	-6
COc1ccc(OCC(=O)NNC(=O)C2CCCO2)cc1 (stereo not drawn)	10	2	1	-4	6	0.1	-1	0.5	1
CS/C(=N\N(C)C(N)=O)c1ccccc1	·	3	14	-11	-1	-0.2	-12	1.0	-2
C=CCNC(=O)O/N=C/c1csc([N+](=O)[O-])c1	-8	2	4	-10	-3	-1.3	2	-0.3	4
Cn1c(N)c(C(=O)CCl)c(=O)n(C)c1=O	·	0	15	·	-6	-0.2	8	·	2
O=C1CC(SC(=NCc2ccc3c(c2)OCO3)Nc2ccccc2)C(=O)N1 (stereo not drawn)	-11	1	5	12	-2	0.6	9	0.4	-8

Some of the entries so far, with values under each structure.
Below each compound: RXFP1 antagonist, D1 ag, D2 PAM, D2 antagonist, D1 antagonist, TRHR ag, TRHR enhancer, D2 ag, D1 potentiator
- COc1ccc(C2=NO[C@@](CC(=O)O)(C(=O)Nc3ccc4c(c3)OCCO4)C2)cc1
  2, 2, 7, 1, 4, -0.8, 2, -0.6, 0
- COc1cccc(NC(=O)Cn2c(=O)n(CCC(=O)NCc3ccco3)c(=O)c3ccccc32)c1
  9, 2, 9, 0, 2, 0.0, -3, -0.5, -2
- O=C(CCCn1c(=O)c2sccc2n(Cc2c(F)cccc2Cl)c1=O)NCc1ccccc1
  -8, 2, 11, ·, -14, -1.2, -2, -2.0, 1
- O=C(Cc1ccc(Cl)cc1)Nc1cccc2ncccc12
  ·, 4, -9, -1, -10, 0.3, 0, -1.0, -2
- CC(C)(O)C#Cc1ccc(CN2CCC(CO)(CCc3ccccc3)CC2)cc1
  -1, 12, 6, 15, 11, 1.6, -3, 2.5, -5
- CN(C)c1ccc(C(=O)n2nnc3ccccc32)cc1
  5, 1, 1, -7, 11, 1.4, 1, 0.3, -2
- Cc1c2ccccc2nc2c(F)c(NC(C)C)c(F)c(F)c12
  -13, 64*, 2, 28, 3, 40*, 6, 45*, -1
- CNc1cc(N2CCN(S(=O)(=O)N(C)C)CC2)ccc1[N+](=O)[O-]
  -2, 1, -7, 17, -3, 0.4, -2, 1.1, -3
- CCCc1cc(=O)[nH]c(SCc2ccccc2Cl)n1
  -4, 2, 4, 3, -3, -0.7, 13, -0.8, -7
- CC(C(=O)Nc1sc2c(c1C(=O)NCc1ccco1)CCCC2)N1C(=O)c2ccccc2C1=O (stereo not drawn)
  -3, 0, -5, -2, -16, -0.3, -2, -0.2, -6
- COc1ccc(OCC(=O)NNC(=O)C2CCCO2)cc1 (stereo not drawn)
  10, 2, 1, -4, 6, 0.1, -1, 0.5, 1
- CS/C(=N\N(C)C(N)=O)c1ccccc1
  ·, 3, 14, -11, -1, -0.2, -12, 1.0, -2
